# Ba/F3 V617F tox – loss of viability in JAK2V617F-driven Ba/F3 cells. Ba/F3 EpoR-JAK2V617F viability, ATP luminescence. actives 1.1% (n = 220,000). inhibition, % at 5.6 µM. AID 1446;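 active means inhibition above the campaign mean plus 3 SD over all tested compounds, cut at about 24% in these data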;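 further: cytokine-independent growth of Ba/F3 cells driven by EpoR plus mutant JAK2; 0% = DMSO-treated cells and 100% = JAK inhibitor I control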
# Tb hexokinase – T. brucei hexokinase 1 inhibition. recombinant TbHK1, G6PDH-coupled NADH A340. actives 0.11% (n = 220,000). AID 1430. inhibition, % at 10 µM;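 active means inhibition of 50% or more in the single-dose primary screen; inactive means inhibition below 50%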
# RBBP9 inhibitor – inhibitors of human serine hydrolase RBBP9. inhibition, % at 7.94 µM. actives 0.2% (n = 220,000). O75884. recombinant RBBP9, FP-Rh probe fluorescence polarization;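 active means inhibition above the campaign mean of all tested compounds plus 3 SD, cut at about 14% in these data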;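 further: plate controls were DMSO wells with RBBP9 for no effect and wells lacking RBBP9 protein for full effect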
# Target sequence (O75884 whole entry, looked up): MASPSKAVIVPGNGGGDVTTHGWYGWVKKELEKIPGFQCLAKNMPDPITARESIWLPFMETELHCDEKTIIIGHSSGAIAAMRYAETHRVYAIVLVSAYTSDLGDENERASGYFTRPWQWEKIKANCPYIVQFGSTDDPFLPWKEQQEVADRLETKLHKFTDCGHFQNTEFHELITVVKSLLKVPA
#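 System: RBBP9 protein / Buffer or medium: Tris/NaCl buffer pH 8.0 with 0.1% Pluronic / Probe or stimulus: Serine-hydrolase probe FP-Rh, 375 nM pre-mixing / Dosing: 7.94 µM single dose, 0.794% DMSO / Times: enzyme-compound preincubation 30 min, then probe labeling 45 min, 25 °C / Technique: fluorescence polarization (mP), excitation 525 nm, emission 598 nm / Replication: singlicate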
# EP2 antag – EP2 receptor (human) inhibition; AID 1422; inhibition, % at 25 µM; actives 0.52% (n = 260,000); C6 glioma cells expressing human EP2, cAMP TR-FRET; cells stimulated with saturating PGE2; P43116;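 active means percent inhibition above 40 after rounding to a whole number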;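 further: rat C6 glioma host cells with rolipram phosphodiesterase inhibitor present; the protocol text gives 20 µM as final concentration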
# p97 ATPase inh – inhibitors of human p97 ATPase; recombinant p97 ATPase, Kinase-Glo ATP luminescence, 3 h; P55072; actives 0.42% (n = 220,000); inhibition, % at 8 µM; in the data active means inhibition above about 15%;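 further: 0% = DMSO vehicle and 100% = wells lacking enzyme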
# Target sequence (P55072 whole entry, looked up): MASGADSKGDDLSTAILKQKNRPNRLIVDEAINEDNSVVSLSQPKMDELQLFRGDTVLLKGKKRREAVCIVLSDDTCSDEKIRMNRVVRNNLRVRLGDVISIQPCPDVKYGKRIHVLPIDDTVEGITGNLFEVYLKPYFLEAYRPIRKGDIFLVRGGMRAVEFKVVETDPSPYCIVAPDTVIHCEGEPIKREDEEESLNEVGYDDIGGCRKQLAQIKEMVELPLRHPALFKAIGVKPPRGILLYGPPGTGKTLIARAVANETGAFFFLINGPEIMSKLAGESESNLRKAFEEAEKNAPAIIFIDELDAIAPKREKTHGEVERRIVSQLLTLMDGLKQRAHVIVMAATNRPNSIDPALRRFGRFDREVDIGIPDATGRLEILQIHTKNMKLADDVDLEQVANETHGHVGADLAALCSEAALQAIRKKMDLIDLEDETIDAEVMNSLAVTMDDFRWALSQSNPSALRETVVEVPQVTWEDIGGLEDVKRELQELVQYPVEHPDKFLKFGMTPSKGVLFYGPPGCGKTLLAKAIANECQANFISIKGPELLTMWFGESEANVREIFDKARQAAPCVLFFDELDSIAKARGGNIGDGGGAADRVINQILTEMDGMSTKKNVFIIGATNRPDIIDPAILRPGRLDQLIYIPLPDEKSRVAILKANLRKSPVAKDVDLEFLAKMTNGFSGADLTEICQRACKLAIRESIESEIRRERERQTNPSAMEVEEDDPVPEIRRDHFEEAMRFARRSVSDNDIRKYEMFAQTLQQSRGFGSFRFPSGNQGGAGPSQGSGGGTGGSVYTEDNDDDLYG
# PPC-1+TRAIL kill – PPC-1 cancer cell killing with TRAIL present. PPC-1 cells + TRAIL, ATPLite viability luminescence. cell killing (% activity), % at 4 µM. actives 0.41% (n = 220,000);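 active means cell killing above 50% in the first pass at 4 µM, then a duplicate retest at 5 µM averaging 50% or more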;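 further: plate controls were cells with TRAIL plus DMSO for no effect and medium-only wells lacking cells for full effect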
# NCF1 inh – inhibitors of human p47phox binding; P14598; actives 0.53% (n = 220,000); p47phox/p22phox peptide binding, fluorescence polarization, 2 h; inhibition, % at 24.7 µM;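 active means inhibition above about 30%, limit read from the data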;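 further: 0% = p47phox with labelled peptide and 100% = labelled peptide alone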
# BaF3 tox – parental Ba/F3 viability inhibition as JAK2V617F counter-screen; CellTiter-Glo ATP luminescence; inhibition, % at 5.6 µM; actives 1.1% (n = 220,000);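 active means inhibition above a per-campaign cutoff, the mean inhibition of all tested compounds plus 3 SD, cut at about 27% in these data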;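 further: 0% = DMSO wells and 100% = JAK Inhibitor I control wells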
# Furin inh – inhibitors of human furin; P09958; purified furin, fluorogenic substrate cleavage; inhibition, % at 30 µM; actives 0.061% (n = 220,000); AID 463115; in the data active means inhibition above about 25%; further: inactives centre near -15
# * marks the source's active call; other numbers are inactive results; · = no result given; & = joins results of further samples; [ ] = dose if it differs, or a comment. The list is partial; rates above refer to the full screens.
SMILES,Ba/F3 V617F tox,Tb hexokinase,RBBP9 inhibitor,EP2 antag,p97 ATPase inh,PPC-1+TRAIL kill,NCF1 inh,BaF3 tox,Furin inh
C/C(=N\NC(=O)C(O)(c1ccccc1)c1ccccc1)c1ccc(C)o1,-3,-8,5,12,4,8,6,3,-17
CCOC(=O)C1CCN(C(=O)C(C)Sc2ccc(Cl)cc2)CC1 (stereo unspecified),-1,-7,-12,8,0,12,-8,4,-19[20 µM]
COc1ccc(CN2CC(C(=O)NCCCN3CCCCCC3)CC2=O)cc1 (stereo unspecified),-4,-2,-3,2,1,-11,-13,1,-21
O=C(Oc1cc(=O)oc2c1c(=O)n1c3c(cccc23)CC1)c1ccccc1,-3,-20,8,4,12,15,-34,5,-21
O=C(c1cc([N+](=O)[O-])ccc1N1CCOCC1)N1CCCCC1,4,-8,-8,4,-6,25,4,12,13
CN=c1sc2ccccc2n1CC(O)c1ccccc1 (stereo unspecified),4,-4,-13,17,-2,4,0,-1,-21
c1ccc(COc2cccc(CN3CCN(c4ccccn4)CC3)c2)cc1,-3,6,1,3,-4,-14,4,3,-14[20 µM]
CCn1c(SCC(=O)Nc2cccc(NC(C)=O)c2)nnc1C(C)C,-3,-4,-8,5,1,-17,-1,5,-23[20 µM]
Cc1cc(=O)oc(C)c1C(=O)Nc1cnc2ccccc2c1,1,-11,-2,10,1,-19,-18,0,-19
Cc1ccc(N(Cc2ccc(C(=O)NCC3CCCO3)cc2)S(C)(=O)=O)cc1C (stereo unspecified),4,0,-5,10,-7,·,20,15,-11
CCOC(=O)c1sc(CS(=O)(=O)c2ccc(Cl)cc2)nc1C,-6,-9,8,9,6,8,8,-1,-20
CC(C)c1ccccc1NC(=S)N1CCN(S(=O)(=O)c2cccs2)CC1,-4,0,-9,7,4,0,-7,5,-17
CCC(=O)Nc1sccc1C(=O)OC,1,-2,-10,11,-1,-4[5 µM],-3,8,-10
CCc1noc(C)c1C(=O)N1CCCC(C(=O)c2cc(F)ccc2F)C1 (stereo unspecified),-2,-6,3,9,0,·,4,1,-28
CCCCOC(=O)c1ccc(NC(=O)CSCc2n[nH]c(=O)[nH]2)cc1,-3,5,-6,9,1,23,-5,1,-27
COc1ccccc1C(=O)NC(=S)NNC(=O)c1sc2ccccc2c1Cl,5,4,-3,20,-2,12,27,10,-7
Cc1csc(NS(=O)(=O)c2cccc([N+](=O)[O-])c2)n1,2,6,-10,12,-5,-8,5,0,-18
Cc1ccc(CSc2ncnc3c2cnn3Cc2ccccc2)cc1C,0,-3,1,5,-3,7,-4,6,-20[20 µM]
COc1cc(OC)cc(C(=O)NNC(=O)c2ccccc2Br)c1,6,2,-1,6,-5,2,5,5,-6
Cn1c(SCC(=O)N(Cc2ccccc2)C(C)(C)C)nc2ccccc21,-3,-1,-6,2,0,2,-13,2,-18[20 µM]
CNC(=S)N(CCc1ccc(OC)c(OC)c1)C1CC(=O)N(c2ccccc2)C1=O (stereo unspecified),-4,-8,-1,10,6,13,-15,3,-18
CCOC(CCn1c(SCC(=O)Nc2cc(C)on2)nc2ccccc2c1=O)OCC,-2,0,-7,1,0,7,-2,0,-20
Cc1ccnc(N2C(=O)c3ccccc3C2Nc2ccccc2Cl)c1 (stereo unspecified),-3,-1,-7,9,4,9,-3,-1,-21
COc1ccc(N(CC(=O)N2c3ccccc3CC2C)S(=O)(=O)c2c(C)nn(C)c2C)cc1 (stereo unspecified),8,-21,-6,10,-4,-5,-12,12,-5
COC(=O)Nc1ccc(S(=O)(=O)Nc2ccccc2F)cc1,0,6,-2,9,4,8,-18,3,-28

# (next part)
SMILES,Ba/F3 V617F tox,Tb hexokinase,RBBP9 inhibitor,EP2 antag,p97 ATPase inh,PPC-1+TRAIL kill,NCF1 inh,BaF3 tox,Furin inh
Clc1ccccc1-c1csc(Nc2cccnc2)n1,-4,-7,-1,9,12,10,-11,3,-13
O=C(N/N=C\c1ccc(Cl)cc1)C1=NOC2COC3(CCN(c4ccc([N+](=O)[O-])cc4)CC3)OCC12 (stereo unspecified),2,-31,-3,3,6,5,-27,-1,-17
C/C(=N\Nc1cccc([N+](=O)[O-])c1)c1ccccc1O,-1,-5,6,4,6,8,·,8,-34
CNC(=O)CSc1nnc(CCc2ccccc2)n1-c1ccccc1,-2,1,-4,7,1,4[5 µM],0,3,-12[20 µM]
CCc1ccccc1NC(=O)Cn1cccc1C1=NC(c2ccccc2)CO1 (stereo unspecified),2,27,-8,5,-4,9,-11,3,-3
CCOC(=O)CC1(C)OCC(C[N+]2(C)CCCCC2)O1 (stereo unspecified),2,11,-4,2,0,5,-8,1,-2
CN(C)c1ccc(/C=N/NC(=O)CCCO)cc1,-2,-36,-10,7,8,21,-15,7,-28
O=C(Nc1ccccc1N1CCN(C(=O)c2ccc(Cl)cc2)CC1)c1cc2ccccc2o1,1,-6,-4,21,-1,16,-37,6,-20[20 µM]
Cc1cc(C(=O)Nn2c(-c3ccc(Br)cc3)nc3ccccc3c2=O)ccc1[N+](=O)[O-],-2,-1,-5,9,4,27,-14,3,-23
N#CCNc1ccc([N+](=O)[O-])cc1C#N,-8,-43,-5,7,9,-4,-17,2,3
O=C(CSc1ccc2nnc(-c3ccccc3)n2n1)NCc1ccco1,0,0,-10,3,2,7,-2,3,-13
COc1ccc(NC(=O)Nc2ccc(N3CCOCC3)c3nonc23)c(OC)c1,-1,-1,3,11,4,5,-70,3,-2
COCCNc1nc(N)c([N+](=O)[O-])c(NCC2CCCO2)n1 (stereo unspecified),-4,-28,1,5,5,18,-1,-2,1
C=CCNC(=O)CC(C)C(CCCCC)C(=O)O (stereo unspecified),-1,50*,-2,10,1,1,-7,3,-4
Cc1cc(Cl)c(OCCCCN2CCOCC2)c(Br)c1,1,16,-1,8,-1,19,-6,5,-12
CC1=C(C(=O)Nc2ccc(C)cc2C)C(c2ccc([N+](=O)[O-])cc2)n2ncnc2N1 (stereo unspecified),6,-7,0,6,-1,8,-6,4,-5[20 µM]
Cn1c(NCc2c[nH]c3ccccc23)nc2ccccc21,-1,0,-4,14,4,24,-2,-1,-17
CCCCNC(=O)CSc1nc2ccc(N3CCOCC3)cc2c(=O)n1Cc1ccc(OC)cc1,0,-12,-6,3,5,-1,-5,10,-26
Cc1nc2ccc(NC(=S)N3CCCC3)cc2nc1C,-3,-20,-11,9,0,7,1,-2,-17
Cc1ccc(Cl)cc1NC1=C/C(=N\S(=O)(=O)c2cccs2)c2ccccc2C1=O,-4,-13,-6,22,8,-7,84*,-1,-18[20 µM]
c1ccc(-c2ccccc2OCCCCN2CCCCCC2)cc1,1,9,-9,3,-1,11,-6,10,-11
COc1cccc(C2=NOC(C(=O)Nc3cc(C)on3)C2)c1 (stereo unspecified),-3,-12,-1,0,4,24,14,2,-10
Cc1nc(N[C@@H](Cc2c[nH]c3ccccc23)C(=O)O)c2oc3ccccc3c2n1,-4,-17,6,·,2,·,-2,0,4
CC(=O)Nc1cc(C(=O)NCc2ccco2)ccc1Sc1ccc(C)cc1,4,32,-8,5,-6,1,-8,8,6
CC(=O)Oc1ccc2occ(C(=O)c3cccs3)c2c1,3,-6,8,3,1,-19,-19,5,-15

# The list continues.
SMILES,Ba/F3 V617F tox,Tb hexokinase,RBBP9 inhibitor,EP2 antag,p97 ATPase inh,PPC-1+TRAIL kill,NCF1 inh,BaF3 tox,Furin inh
O=C(c1cccs1)c1cn(CC(=O)N2CCc3ccccc3C2)c2ccccc12,-2,4,4,4,2,10,0,5,-18[20 µM]
O=C(NCCCN1CCCC1)C1CCN(C(=O)c2cc3sccc3n2Cc2ccc(F)cc2)CC1,0,-1,-2,6,0,-2,-5,0,-25
Cn1nc([N+](=O)[O-])nc1S(C)(=O)=O,5,-1,-1,10&7,-1,-3,16,-3,-20
O=C(NCc1ccc(Cl)cc1)C1CCC(CNc2c(N3CCOCC3)c(=O)c2=O)CC1 (stereo unspecified),-6,-10,-1,8,6,30,-5,-1,-25
CSc1nnc(Cc2sc(-c3ccccc3)nc2-c2ccccc2)o1,-4,-12,3,10,-2,18,-4,3,-17[20 µM]
CCOCCSc1nnc2nc(C)cc(C)n12,6,4,-3,5,-5,32,4,6,-3[20 µM]
Cc1onc(-c2c(F)cccc2Cl)c1C(=O)NCC1COc2ccccc2O1 (stereo unspecified),-2,-2,-6,-3,-1,15,-8,0,-23
Cc1cc(C)cc(SCc2noc(C(=O)NCCCN3CCOCC3)c2C(=O)NCCCN2CCOCC2)c1,·,-20,·,3,·,-11,-3,·,-20
O=C(Nc1cccc(F)c1)c1ccc(S(=O)(=O)N2CCOCC2)cc1,-4,1,-6,7,0,3,2,0,-20
O=C(CSc1nnc(-c2ccccc2F)n1C1CC1)Nc1ccc2[nH]c(=O)[nH]c2c1,1,-6,-6,4,5,27,-8,8,-26

# Exported with tabs: entries from further up
smiles	Ba/F3 V617F tox	Tb hexokinase	RBBP9 inhibitor	EP2 antag	p97 ATPase inh	PPC-1+TRAIL kill	NCF1 inh	BaF3 tox	Furin inh
CC(=O)Nc1cc(C(=O)NCc2ccco2)ccc1Sc1ccc(C)cc1	4	32	-8	5	-6	1	-8	8	6
CC(=O)Oc1ccc2occ(C(=O)c3cccs3)c2c1	3	-6	8	3	1	-19	-19	5	-15
O=C(c1cccs1)c1cn(CC(=O)N2CCc3ccccc3C2)c2ccccc12	-2	4	4	4	2	10	0	5	-18[20 µM]
O=C(NCCCN1CCCC1)C1CCN(C(=O)c2cc3sccc3n2Cc2ccc(F)cc2)CC1	0	-1	-2	6	0	-2	-5	0	-25
Cn1nc([N+](=O)[O-])nc1S(C)(=O)=O	5	-1	-1	10&7	-1	-3	16	-3	-20
O=C(NCc1ccc(Cl)cc1)C1CCC(CNc2c(N3CCOCC3)c(=O)c2=O)CC1 (stereo unspecified)	-6	-10	-1	8	6	30	-5	-1	-25
CSc1nnc(Cc2sc(-c3ccccc3)nc2-c2ccccc2)o1	-4	-12	3	10	-2	18	-4	3	-17[20 µM]
CCOCCSc1nnc2nc(C)cc(C)n12	6	4	-3	5	-5	32	4	6	-3[20 µM]
Cc1onc(-c2c(F)cccc2Cl)c1C(=O)NCC1COc2ccccc2O1 (stereo unspecified)	-2	-2	-6	-3	-1	15	-8	0	-23
Cc1cc(C)cc(SCc2noc(C(=O)NCCCN3CCOCC3)c2C(=O)NCCCN2CCOCC2)c1	·	-20	·	3	·	-11	-3	·	-20
O=C(Nc1cccc(F)c1)c1ccc(S(=O)(=O)N2CCOCC2)cc1	-4	1	-6	7	0	3	2	0	-20
O=C(CSc1nnc(-c2ccccc2F)n1C1CC1)Nc1ccc2[nH]c(=O)[nH]c2c1	1	-6	-6	4	5	27	-8	8	-26

# Assay outcomes as filed in PubChem.
